SW480 rereplic = A quantitative high throughput screen for small molecules that induce DNA re-replication in SW480 colon adenocarcinoma cells. Potency, µM (top dose mostly 46.1 µM), for inactives: at the highest dose re-replication activation, most hits filed as activators. SW480 DNA re-replication, Hoechst DNA content imaging, 48 h. hit rate 1.8% among 340,000; also: potency is read from the fitted curve at half-maximal effect; % of control where 0% means no effect; nearly all actives have a fitted effect of over 55% in size
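Image-based read-out: total Hoechst fluorescence of nuclei (405 nm excitation, 500-530 nm emission), with hits raising the fraction of high-intensity nuclei. SW480 colon cells incubated 48 hr with compounds at 37 C.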
D3 ag = qHTS of D3 Dopamine Receptor Agonist: qHTS; D3R DiscoveRx beta-arrestin cells, luminescence, 90 min; AID 652048, 2013; max activation, %; hit rate 0.58% among 410,000; in the data active = max activation above about 30%; also: 0% is about no effect; mostly tested at two doses, the higher about 12 µM
Target sequence (P35462 whole entry, looked up): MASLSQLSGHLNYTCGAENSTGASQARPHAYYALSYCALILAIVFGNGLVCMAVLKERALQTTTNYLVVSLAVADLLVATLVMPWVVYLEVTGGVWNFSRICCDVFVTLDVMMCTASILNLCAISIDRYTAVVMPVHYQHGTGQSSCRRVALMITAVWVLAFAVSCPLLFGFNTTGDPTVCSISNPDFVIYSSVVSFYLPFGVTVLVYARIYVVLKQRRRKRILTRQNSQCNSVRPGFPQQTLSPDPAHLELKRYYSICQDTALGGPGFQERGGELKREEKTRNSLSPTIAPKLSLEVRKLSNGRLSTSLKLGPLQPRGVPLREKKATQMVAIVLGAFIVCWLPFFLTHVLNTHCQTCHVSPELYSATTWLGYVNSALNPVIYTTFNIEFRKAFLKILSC
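Cells at 1500/well, incubated overnight, then treated with pinned compounds (dopamine as control) for 90 min at 37 degrees C. DiscoveRx reagent added for 30 - 60 minutes at room temperature; luminescence read.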
KB-V1 cytotox = qHTS assay for MDR1-selective chemotherapeutics: Primary screen using the drug-selected MDR subline cells KB-V1 | KB-V1 MDR cells viability, CellTiter-Glo, 72 h | Potency, µM (doses to about 46.1 µM), for the others: at the top dose activity change, negative = cytotoxicity, actives largely listed as cytotoxic | hit rate 3.4% among 400,000 | AID 1347076, 2019; also: potency is read from the fitted curve at half-maximal effect; % is scaled to controls: 0 for no effect and ±100 for the full control effect; nearly all actives have a fitted effect of over 60% in size
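Cells of the MDR subline KB-V1 are plated, dosed with compound at multiple concentrations, and incubated 72 h at 37 degrees C; CellTiter-Glo is then added and luminescence read after 10 min.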
HT1080-NT tox = qHTS for induction of synthetic lethality in tumor cells producing 2HG: qHTS for the HT-1080-NT fibrosarcoma cell line; HT-1080-NT fibrosarcoma viability, CellTiter-Glo ATP luminescence, 48 h; Potency, µM (doses to about 46.1 µM), for the others: at the top dose activity, negative = less viability, actives largely listed as cytotoxic; hit rate 1.6% among 360,000; AID 686970, 2013;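 also: NT is the 2HG producing partner of a matched IDH1 knockdown line; potency is read from the fitted curve at half-maximal effect; 0% = DMSO-treated cells and -100% = media-only wells without cells; nearly all actives have a fitted effect of over 55% in size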
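Luminescent CellTiter-Glo readout after 48 hours of compound exposure at 37 degrees C defined viability of HT-1080-NT cells. Activity was normalized to DMSO wells and cell-free media wells; concentration-response curves were fitted and assigned curve classes.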
GLP1R cytotox = qHTS of GLP-1 Receptor Inverse Agonists: Cytotox Screen; HEK293 cAMP-luciferase reporter cells, luminescence, 24 h; Potency, µM (series often up to 38.3 µM), for inactives: top-dose activity change, negative = inhibition, actives largely listed as inhibitors; hit rate 0.13% among 410,000; AID 624418, 2012;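 also: loss of luciferase light is scored as toxicity; potency is read from the fitted curve at half-maximal effect; % is scaled to controls: 0 for no effect and ±100 for the full control effect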
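Step one: seed cells (200 cells/uL, DMEM with 10% Nu serum, 1% pen-strep). Step two: 12-hour incubation at 37 deg C. Step three: pin 23 nL compound, incubate 24 hr. Step four: add luciferase reagent, read luminescence 12 min later.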
HT1080 IDH1KD tx = qHTS for induction of synthetic lethality in tumor cells producing 2HG: qHTS for the HT-1080-IDH1KD cell line; HT-1080 IDH1 knockdown viability, ATP luminescence, 48 h; hit rate 2% among 360,000; Potency, µM (top dose mostly 46.1 µM), without a hit: top-dose activity, negative = toxicity, most hits filed as cytotoxic; AID 686971, 2013;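 also: potency is read from the fitted curve at half-maximal effect; 0% = DMSO wells and -100% = cell-free medium wells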
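CellTiter-Glo luminescence after 48 h compound exposure at 37 degrees C of IDH1-knockdown HT-1080 cells in 5% FBS RPMI. %Activity scaled between DMSO wells and cell-free media wells, with curves fitted and assigned curve classes.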
MCF10A rerep = A quantitative high throughput screen for small molecules that induce DNA re-replication in MCF 10a normal breast cells | hit rate 2.9% among 350,000 | AID 624296, 2012 | Potency, µM (highest dose often 46.1 µM), for inactives: at the highest dose activity, positive = re-replication, most hits filed as activators | MCF 10A DNA re-replication, Hoechst nuclear intensity, 48 h; also: potency is read from the fitted curve at half-maximal effect; % of control where 0% means no effect; nearly all actives have a fitted effect of over 50% in size
KB-3-1 cytotox = qHTS assay for MDR1-selective chemotherapeutics: Primary screen using the parental adenocarcinoma cell KB-3-1; AID 1347075, 2019; KB-3-1 viability, CellTiter-Glo ATP luminescence, 72 h; hit rate 1.4% among 400,000; Potency, µM (series often up to 46.1 µM), for inactives: at the highest dose activity change, negative = cytotoxic, usual class: cytotoxic; also: potency is read from the fitted curve at half-maximal effect; % is scaled to controls: 0 for no effect and ±100 for the full control effect; nearly all actives have a fitted effect of over 60% in size
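KB-3-1 cells, DMEM (no phenol red) + 10% FBS; compound by pin transfer, 72 h, 37 °C. Readout: CellTiter-Glo luminescence after 10 min. Data normalized, curve-fitted.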
IL1B secr inh = qHTS for Inhibitors of Inflammasome Signaling: IL-1-beta AlphaLISA Primary Screen. hit rate 4.7% among 360,000. THP-1 LPS/ATP IL-1B secretion, AlphaLISA, 16 h; stronger effect = lower value. activity change, % at 57.5 µM. AID 743279, 2014; in the data active = activity change below about -50%; inconclusive = mostly about -30% to -49%; also: % is scaled to controls: 0 for no effect and ±100 for the full control effect
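THP-1 cells pretreated 1 hr with compounds (up to 57.5 uM final), then stimulated with LPS (250 ng/mL final) plus ATP (1.25 mM final); secreted IL-1B measured by AlphaLISA after 16 hr, decreased signal indicating inhibition.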
* hit, by the source's call; ? = inconclusive; . = no result given; & = joins results of further samples; [ ] = remark or other dose. Unless noted, calls follow the shape of the dose curve; as a rule, active = well fitted curve in the direction sought with a large enough effect; inconclusive = small, poorly fitted or top-dose-only effect, or another doubt; inactive = no such curve, though single readings can be large; an effect the other way counts as inactive or inconclusive.

SMILES	SW480 rereplic	D3 ag	KB-V1 cytotox	HT1080-NT tox	GLP1R cytotox	HT1080 IDH1KD tx	MCF10A rerep	KB-3-1 cytotox	IL1B secr inh
COc1ccc2nc3sc(C(=O)NCCN4CCc5ccccc5C4)cc3cc2c1	13%	-51	?	-4%	-2%	1%	13%	-12%	29
COc1ccc(Cl)cc1N(C(C)=O)c1nc(C)cc(C)c1C#N	-16%	1	-15%	0%	0%	0%	-7%	1%	30
COC(=O)Cc1c(C)nc2nc(NCc3c(F)cccc3Cl)[nH]n2c1=O	0%	-11	-2%	8%	-3%	8%	-31%[inhibitor]	-5%	0
Cc1ccccc1CC(=O)N1CCN(C(=O)c2ccco2)CC1	2%	10	6%	24%	0%	17%	-2%	6%	-14
CCC1=[N+](CC(=O)c2ccc(C)cc2)CCn2c(C)ccc21	19%	-4	-18%	-13%	15%	?	?	18µM*	-5
COc1ccc(NC(=O)COC(=O)CCC2CCCCC2)cc1	-5%	4	6%	1%	-8%	2%	7%	4%	-3
CCOc1ccc(CCNC(=O)c2cccc(NC3=NC4CS(=O)(=O)CC4S3)c2)cc1 (configuration not stated)	-3%	3	?	1%	7%	-1%	-1%	6%	-22
O=C(C1CC1)N1CCCC(c2ccc(Cl)cc2)=N1	-10%	-5	2%	-16%	0%	-16%	-4%	9%	-2
NC(=O)CSc1nnc2sc3ccccc3n12	-24%	6	3%	14%	-3%	16%	16%	11%	24
N#Cc1cc(-c2ccccc2)nn1-c1ccccc1	0%	2	0%	1%	-10%	7%	17%	-1%	16
O=S(=O)(c1ccccc1)N1CCN=C1SCc1ccc(Cl)c(Cl)c1	?	1	0%	?	10%	-29%	?	0%	-29
O=C(NC1CCCCC1)C1CCN(C(=O)c2ccccc2Cl)CC1	0%	1	-3%	6%	-4%	8%	-5%	21%	2
COc1ccc(-n2c(=O)[nH]cc(C(=O)Nc3ccc4c(c3)OCO4)c2=O)cc1OC	-5%	-5	8%	0%	-2%	-5%	-3%	19%	0
Cn1c(CC(=O)Nc2ccccc2Cl)nnc1SCC(=O)NC1CCCCC1	?	0	18%	0%	0%	11%	-3%	-4%	-5
CCN(CC(=O)Nc1cc(C)nn1-c1nc(C)cc(C)n1)Cc1ccccc1	?	-14	?	-24%	?	-14%	?	?	-14
Cc1ccc(C)c(OCCCC(=O)Nc2ccccc2C(N)=O)c1	?	-5	-15%	-20%	30%[activator]	-7%	30%	0%	-3
CC1(C)Cc2c(C#N)c(OCC(=O)c3ccc(Cl)cc3)nc(-c3ccco3)c2CO1	-2%	0	6%	4%	-2%	7%	2%	-7%	-16
O=Cc1ccc(Oc2cccc(C(F)(F)F)c2)nc1	-2%	17	-17%	6%	-7%	-1%	4%	-5%	5
Cc1cc(C(F)(F)F)nn1CC(=O)NCc1ccco1	-81%[inhibitor]	4	14%	4%	-12%	11%	-2%	1%	-7
Cc1cc(C)[n+](C)n1CC(O)Cn1c2ccccc2c2ccccc21 (configuration not stated)	-4%	2	7%	-4%	4%	-24%	-3%	?	-64*
CCN(CC)CC(=O)c1c[nH]c2ccc(C)cc12	-2%	-7	4%	1%	-4%	-6%	-4%	0%	11
CCOC(=O)CNC(=O)N1[C@H](c2cccs2)[C@@H](C)C(=O)[C@@H](C)[C@@H]1c1cccs1	.	-8	-17%	.	0%	.	.	4%	.
Cn1c(=O)c(=O)n(C)c2cc(S(=O)(=O)N3CCN(c4ccccc4F)CC3)ccc21	-1%	-7&1	?	-2%	0%	-5%	0%	?	16
CCc1nc2ccc(C(=O)N(C)C(C)C)cn2c1N(CC)Cc1cccc(Br)c1	.	5	-13%	-7%	5%	-7%	.	0%	-8
O=C(CN(C(=O)Cn1nnc(-c2ccc(F)cc2)n1)c1cnc2ccccc2c1)NCC1CCCO1 (configuration not stated)	22%	-8	15%	2%	-15%	-3%	3%	10%	32
Cc1ccccc1CN1CCN(c2ccc(S(=O)(=O)N3CCCC3)cn2)CC1	5%	-19	9.2µM*	5%	-27%	5%	?	?	-1
COc1ccc(CNC(=O)CN2C(=O)CC(c3ccc(C)c(C)c3)=Nc3ccccc32)cc1	.	2	-4%	.	-2%	.	.	-10%	.
COc1ccc(-c2nnc3ccc(SCC(=O)Nc4nc5ccc(C)cc5s4)nn23)cc1OC	4%	3	21%	-2%	-8%	-1%	-8%	-1%	5
CCc1ccc(-c2[nH]nc3nc(-c4cc(OC)ccc4OC)cc(C(=O)O)c23)cc1	.	-11	?	.	0%	.	.	8%	.
COc1ccc(-c2noc(C3CCCN(S(=O)(=O)c4ccc(C)c(Cl)c4)C3)n2)cc1OC (configuration not stated)	2%	1	3.7µM*	9%	-11%	25%	?	-13%	2

Brought forward from above: 3 compounds; new compounds follow.
SMILES	SW480 rereplic	D3 ag	KB-V1 cytotox	HT1080-NT tox	GLP1R cytotox	HT1080 IDH1KD tx	MCF10A rerep	KB-3-1 cytotox	IL1B secr inh
COc1ccc(-c2nnc3ccc(SCC(=O)Nc4nc5ccc(C)cc5s4)nn23)cc1OC	4%	3	21%	-2%	-8%	-1%	-8%	-1%	5
CCc1ccc(-c2[nH]nc3nc(-c4cc(OC)ccc4OC)cc(C(=O)O)c23)cc1	.	-11	?	.	0%	.	.	8%	.
COc1ccc(-c2noc(C3CCCN(S(=O)(=O)c4ccc(C)c(Cl)c4)C3)n2)cc1OC (configuration not stated)	2%	1	3.7µM*	9%	-11%	25%	?	-13%	2
CC1=NNC(=O)C1CC(=O)N/N=C/c1cccs1 (configuration not stated)	-4%	1	21%	3%	3%	-1%	-1%	1%	-2
Cc1ccc(NC(=O)CCS(=O)(=O)c2ccc3c(c2)NC(=O)C(C)S3)nc1 (configuration not stated)	-7%	3	5%	-1%	3%	-1%	-4%	-3%	24
Cc1cccc(NC(=O)c2nc[nH]c2C(=O)NCCCCCCNC(=O)c2[nH]cnc2C(=O)Nc2cccc(C)c2)c1	-7%	1	0%	19%	4%	19%	1%	0%	1
N#CCOc1nc(N2CCOCC2)nc(N2CCOCC2)n1	-17%	-6	-7%	-7%	-1%	-3%	-185%[0.0737 µM]	-2%	5
O=C(NCCc1ccccc1)C(=O)NCCC1CCCCN1S(=O)(=O)c1cccs1 (configuration not stated)	3%	-1	2.3µM*	-8%	-7%	-2%	13%	-24%	-18
Cc1ccc(NC(=O)CN2CCCC2)c2c1CC(C)(C)O2	-4%	12	8%	-1%	5%	3%	-5%	12%	9
Nc1cccc(-c2nc3ncccc3o2)c1	-5%	1	?	15%	-2%	5%	?	19%	-2
CCCn1c(=O)c2c(nc3n2CCS3)n(C)c1=O	-3%	4	10%	-2%	7%	8%	0%	-3%	31
CC1CCN(c2cc(N3CCN(C(=O)c4ccc(F)c(F)c4)CC3)c([N+](=O)[O-])cc2F)CC1	.	-2	?	-2%	-20%	3%	1%	0%	-26
COCCCNC(=O)C1CCN(c2nc3ccc(C)cc3[nH]2)CC1	.	3	-2%	.	-1%	.	.	-6%	.
Cc1ccccc1N(CC(=O)NCC1CCCO1)C(=O)CCC(=O)Nc1nccs1 (configuration not stated)	3%	14	10%	4%	2%	6%	1%	17%	7
Cc1nn(CC(=O)NCCN2CCOCC2)c(=O)c2cc3sccc3n12	-3%	7	24%	6%	8%	0%	-2%	5%	-5
COc1ccc(N2CC(NS(=O)(=O)c3cccnc3)CC2=O)cc1 (configuration not stated)	-10%	0	2%	-1%	-6%	14%	-13%	0%	24
CC(C(=O)OCC(=O)c1ccc(Br)cc1)N1C(=O)C2C3CCC(C3)C2C1=O (configuration not stated)	-13%	-3	-9%	0%	5%	0%	-33%	-3%	14
CC(C)c1ccc(NC(=O)CN2C(=O)COc3ccc(S(=O)(=O)N4CCOCC4)cc32)cc1	-2%	-3&-6	18%	-1%	18%&1%	4%	26%	15%	7
CC(Sc1ccccc1)C(=O)NN=C1CCN(C)CC1 (configuration not stated)	-3%	1	-29%	7%	5%[7.66 µM]	15%	-3%	2%	-2
COc1ccc(CCN(C)CCc2ccc(OC)c(OC)c2)cc1OC	0%	-65	-20%	1%	5%	-4%	-14%	0%	0
CCCNC(=S)N1CC2(C)CN(C(=O)C(=O)OCC)CC(C)(C1)C2=O	-18%	0	-12%	3%	2%	-3%	-4%	19%	20
CCN(CC)c1ccc(CNCc2cccs2)cc1	-10%	-23	?	-13%	6%	-25%	6%	?	?
CCOC(=O)c1cccc(NC(=O)CC2Oc3ccccc3NC2=O)c1 (configuration not stated)	?	-5	-3%	-1%	-4%	-17%	-2%	0%	0
CCCCCCN1CCN(C2CN(Cc3ccc(F)cc3)S(=O)(=O)C2)CC1 (configuration not stated)	.	-18	-16%	0%	-7%	-1%	.	?	-6
Cc1ccc(S(=O)(=O)N2CCC(C(=O)N[C@@H](Cc3ccccc3)C(=O)O)CC2)cc1	-1%	37*	-16%	15%	1%	8%	2%	1%	0
O=C1C2C3C=CC(C3)C2C(=O)N1Cc1ccc(CN2C(=O)C3C4C=CC(C4)C3C2=O)cc1 (configuration not stated)	-1%	0	?	10%	-13%	1%	-8%	-8%	2
CNC(=O)C1=C(C)NC(=S)NC1c1cc2c(cc1OC)CCCC2 (configuration not stated)	?	2	-23%	-1%	-3%	-4%	-17%	-1%	-7
CCOc1cc(NC(=S)Nc2cccc(OC)c2)c(OCC)cc1NC(=O)C(C)C	8%	5	0%	7%	11%	0%	2%	2%	-25
